ERp5 block – inhibitors of ERp5-driven insulin aggregation, primary screen, biochemical, turbidity, absorbance 650 nm, single point; 0.05% of 350,000 active; 90 min; Protein disulfide-isomerase A6 (Homo sapiens), Q15084; AID 651711, 2012; inhibition, % at 9.99 µM;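 active means mean replicate inhibition above about 25%, with every replicate also reaching it, limit read from the data, passing the limit was not always enough; inconclusive means only one of those two criteria met; inactive means neither criterion met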
Casp6 inh – human caspase-6 inhibitors, primary screen, biochemical, VEID-R110 fluorescence, single point, set 2; P55212; purified caspase-6, Z-VEID-R110 cleavage fluorescence; inhibition, % at 12.5 µM; 0.53% of 350,000 active;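 active means mean inhibition across replicates at least about 35%, with every replicate also reaching that limit, limit read from the data; inconclusive means only one of the two criteria met; inactive means neither criterion met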;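 further: 0% = median of neutral control wells and 100% = no fluorescence left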
SIRT5 block – SIRT5 desuccinylase inhibitors, primary screen, biochemical, fluorescence imaging, single point, set 5 | NAD-dependent protein deacylase sirtuin-5, mitochondrial (Homo sapiens), Q9NXA8 | Purified SirT5, succinyl-peptide AMC, trypsin-coupled fluorescence | inhibition, % at 15 µM | 1.1% of 330,000 active | AID 652115, 2013; in the data active means inhibition above about 15%; inconclusive means no clear call, values can overlap the other calls
miR-122 sensor – miR-122 Renilla sensor signal increase in Huh7, primary screen, miR-122 inhibitor project, cell-based, single point, plate reader. 0.3% of 340,000 active. activation (reporter increase), % at 12.5 µM. Huh7 miR-122 Renilla luciferase sensor, 48 h; neutral wells = 0, positive control = 100. AID 602342, 2012;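 active means mean replicate activation score at least 90 and every replicate individually at or above 90; inconclusive means only one of the two criteria met; inactive means neither criterion met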;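 further: higher luciferase means less miR-122 activity so hits act as miR-122 inhibitors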
DENV2 CPE rescue – inhibitors of DENV2 cytopathic effect, primary screen, cell-based, plate reader, single concentration. DENV2-infected cells, cytopathic effect rescue. CPE inhibition, % at 9.99 µM. 1.7% of 350,000 active. AID 651640, 2012; in the data active means CPE inhibition above about 20%, passing the limit was not always enough; inconclusive means no clear call, values can overlap the other calls; tested in BHK-21 cells;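 further: 0% = median of neutral control wells and 100% = median of positive control wells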
F508del corr – F508del CFTR correction, initial screen, CFBE line, single point. activity (quench increase), % at 7.58 µM. CFBE cells, YFP halide quenching; stimulated with forskolin plus potentiator P3; % fluorescence drop versus neutral controls. 0.36% of 350,000 active. AID 720511, 2013;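 active means mean added fluorescence quench of at least 8% versus neutral control, with both replicates also reaching 8%; inconclusive means only one of the mean or replicate conditions met; inactive means mean below 8% and not both replicates reaching 8%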;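 further: cells transiently co-express mutant CFTR-F508del with the halide-sensitive YFP; corrector assay measuring rescue of mutant channel to the surface after 24 h compound exposure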
ERAP1 HTS inh – human ERAP1 aminopeptidase inhibitors, primary screen, biochemical, single point, plate reader; Endoplasmic reticulum aminopeptidase 1 (Homo sapiens), Q9NZ08; recombinant ERAP1, Leu-AMC fluorescence, 60 min; inhibition, % at 10.7 µM; 0.15% of 340,000 active;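 active means mean replicate inhibition of at least 30%, or all replicates individually reaching that 30% level; inactive means mean below 30% and not every replicate reaching it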;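 further: 0% = neutral control wells and 100% = L-leucinethiol positive control wells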
Target sequence (Q9NZ08 whole entry, looked up): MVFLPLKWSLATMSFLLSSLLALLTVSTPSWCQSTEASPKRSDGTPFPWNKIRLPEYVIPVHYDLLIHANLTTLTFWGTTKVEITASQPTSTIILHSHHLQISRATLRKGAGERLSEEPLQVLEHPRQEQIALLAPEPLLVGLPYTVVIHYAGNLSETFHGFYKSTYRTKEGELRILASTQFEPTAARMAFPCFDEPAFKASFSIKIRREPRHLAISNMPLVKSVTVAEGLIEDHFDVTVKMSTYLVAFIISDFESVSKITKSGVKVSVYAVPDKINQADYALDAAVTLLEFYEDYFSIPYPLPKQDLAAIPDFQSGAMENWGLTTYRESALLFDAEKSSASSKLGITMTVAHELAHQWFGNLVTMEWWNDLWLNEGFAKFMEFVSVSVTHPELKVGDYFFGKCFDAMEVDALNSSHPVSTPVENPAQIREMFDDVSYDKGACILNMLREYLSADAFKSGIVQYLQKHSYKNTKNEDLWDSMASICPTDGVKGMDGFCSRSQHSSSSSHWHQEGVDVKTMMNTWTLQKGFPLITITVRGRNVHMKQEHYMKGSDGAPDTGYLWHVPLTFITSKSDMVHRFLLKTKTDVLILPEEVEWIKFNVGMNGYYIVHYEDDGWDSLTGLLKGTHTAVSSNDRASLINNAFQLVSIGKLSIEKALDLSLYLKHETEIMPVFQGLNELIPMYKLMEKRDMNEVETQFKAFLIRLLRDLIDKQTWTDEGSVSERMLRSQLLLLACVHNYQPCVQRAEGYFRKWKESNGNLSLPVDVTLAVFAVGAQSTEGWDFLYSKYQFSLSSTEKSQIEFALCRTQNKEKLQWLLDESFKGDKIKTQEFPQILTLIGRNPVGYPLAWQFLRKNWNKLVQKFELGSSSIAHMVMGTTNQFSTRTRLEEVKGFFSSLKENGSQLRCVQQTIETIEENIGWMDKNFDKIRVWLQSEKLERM
* = called active by the depositor; ? = inconclusive; · = not tested or not shown; & = joins results of further samples; [ ] = remark or other dose.

ERp5 block	Casp6 inh	SIRT5 block	miR-122 sensor	DENV2 CPE rescue	F508del corr	ERAP1 HTS inh	compound
0	-1	-3	-3[16.7 µM]	-2	-0.4	-2	O=C(C[C@@H]1C[C@@H]2c3cc(NS(=O)(=O)c4ccc(F)cc4)ccc3O[C@@H]2[C@@H](CO)O1)NCc1ccccn1
-1&9	-3&-3	-5&-14	-3	-3&4	2.1&-0.1	2&0	C[C@H]1CN([C@@H](C)CO)S(=O)(=O)c2ccc(Br)cc2O[C@@H]1CN(C)C(=O)C1CCOCC1
3	-2	·	12	-4	-0.6	2	O=C(NCCc1ccc(Cl)cc1)C1CCCN(S(=O)(=O)c2cnc[nH]2)C1 (configuration not stated)
-5	-3	-1	-3	-12	2.0	0	CC(=O)NC(Cc1cccc(C)c1)C(=O)NC1CCN(c2ncccc2[N+](=O)[O-])CC1 (configuration not stated)
-5	-1	-7	-7[16.7 µM]	?	-2.7	1	C[C@H]1CN([C@@H](C)CO)C(=O)Cc2cc(NS(=O)(=O)c3cn(C)cn3)ccc2O[C@@H]1CN(C)C(=O)Nc1cccc2ccccc12
-4	0	-1	-2	-4	-2.5	3	CCOc1ccc(NC(=O)NC2CCS(=O)(=O)C2)cc1 (configuration not stated)
2	-2	-2	5	5	0.1	4	Cc1ccc(S(=O)(=O)N(Cc2cc3ccc(C)cc3[nH]c2=O)c2ccccc2)cc1
0	-2	9	·	·	-2.8	10	O=C(Nc1ccccc1)C(Cc1ccccc1)NC(=O)C12CC3CC(CC(C3)C1)C2 (configuration not stated)

Quoted from the listing:
`O=C(Nc1ccccc1)C(Cc1ccccc1)NC(=O)C12CC3CC(CC(C3)C1)C2` (configuration not stated) in SIRT5 block is entered as 9
`C[C@H]1CN([C@@H](C)CO)C(=O)Cc2cc(NS(=O)(=O)c3cn(C)cn3)ccc2O[C@@H]1CN(C)C(=O)Nc1cccc2ccccc12` in miR-122 sensor is entered as -7[16.7 µM]
`C[C@H]1CN([C@@H](C)CO)S(=O)(=O)c2ccc(Br)cc2O[C@@H]1CN(C)C(=O)C1CCOCC1` in Casp6 inh is entered as -3&-3

Next section:
ERp5 block	Casp6 inh	SIRT5 block	miR-122 sensor	DENV2 CPE rescue	F508del corr	ERAP1 HTS inh	compound
-1	0	-2	-7	-1	0.6	1	CN(C)c1ccc(C(=O)N/N=C/c2cc(Br)cc(Br)c2O)cc1
4	4	2	·	·	4.3	5	COc1ccccc1CN(Cc1cc2cc(C)cc(C)c2[nH]c1=O)Cc1nnnn1CC1CCCO1 (configuration not stated)
4	-4	-6	-6	1	-0.9	6	CN1CCCN(C(c2ccccc2)c2ccc(Cl)cc2)CC1 (configuration not stated)
-3	-2	0	-1	8	-3.4	-5	COc1ccc(NC(=O)CSc2ccc(-c3cccnc3)nn2)cc1
-1	-1	-9	2	-6	-3.6	-1	COc1cc(OC)cc(C(=O)NCCCNC(=O)c2cccnc2)c1
5	2	0	·	-2	1.5	5	COc1ccc(CN(C)CC(=O)Nc2c(C)cccc2C)c(OC)c1
9	-5	0	-6[16.7 µM]	15	1.0	0	COc1ccc(CN(C)C[C@H]2OCCCC[C@@H](C)Oc3ccc(N(C)C)cc3C(=O)N([C@@H](C)CO)C[C@@H]2C)cc1
2	2	-5	8	0	0.0	5	Nc1c(C(=O)N/N=C/c2ccccc2Cl)oc2nc(-c3ccccc3)cc(-c3ccco3)c12

Additional structures
ERp5 block	Casp6 inh	SIRT5 block	miR-122 sensor	DENV2 CPE rescue	F508del corr	ERAP1 HTS inh	compound
-8	-4	-2	4	1	-1.6	-2	O=C(c1ccc(Cl)c(S(=O)(=O)N2CCOCC2)c1)N1CCN(c2ccccc2)CC1
1	1	10	·	5	-1.6	-1	C[C@@H]1CN([C@@H](C)CO)C(=O)c2cccc(NC(=O)CCCCCC(=O)Nc3ccccc3N)c2O[C@H]1CN(C)Cc1ccc2c(c1)OCO2
2	-3	·	2	-3	-3.6	·	COc1ccccc1OCc1nc(C#N)c(N2CC(C)CC(C)C2)o1 (configuration not stated)
-1	8	-4	-9	-1	-1.3	-3	CCC1Sc2ccc(S(=O)(=O)CCC(=O)Nc3cc(C)ccn3)cc2NC1=O (configuration not stated)
-2	1	-4	·	3	-0.7	-1	COc1cccc(NC(=O)C(=O)NCCC2CCCCN2S(=O)(=O)c2cccs2)c1 (configuration not stated)
6	3	1	4	0	2.2	7	CCOc1ccc(CCNS(=O)(=O)c2cc3c(cc2C)NC(=O)CO3)cc1OCC
-6	-1	0	·	0	-1.3	4	Cc1ccc2ccccc2c1C(O)c1ncc(-c2ccc(C(F)(F)F)cc2)[nH]1 (configuration not stated)
3	2	-9	-7[16.7 µM]	2	1.4	1	O=C(Cc1ccncc1)Nc1ccc2c(c1)[C@H]1C[C@H](CC(=O)N3CCc4ccccc4C3)O[C@@H](CO)[C@H]1O2

Filtered by structure, the entries above containing two or more sulfur atoms
ERp5 block	Casp6 inh	SIRT5 block	miR-122 sensor	DENV2 CPE rescue	F508del corr	ERAP1 HTS inh	compound
-1	8	-4	-9	-1	-1.3	-3	CCC1Sc2ccc(S(=O)(=O)CCC(=O)Nc3cc(C)ccn3)cc2NC1=O (configuration not stated)
-2	1	-4	·	3	-0.7	-1	COc1cccc(NC(=O)C(=O)NCCC2CCCCN2S(=O)(=O)c2cccs2)c1 (configuration not stated)

The list goes on.
ERp5 block	Casp6 inh	SIRT5 block	miR-122 sensor	DENV2 CPE rescue	F508del corr	ERAP1 HTS inh	compound
12	-1	-4	9	-4	-6.3	-5	Cc1ccc([C@@H]2[C@@H]3C(=O)N(C)C(=O)[C@@H]3[C@@H]3C(=O)Nc4ccccc4C(=O)N23)cc1
3	-3	-2	-4[16.7 µM]	-1	2.2	-1	Cc1ccc(S(=O)(=O)N2C[C@@H](O)COC[C@@H]3O[C@H](CC(=O)N[C@H]4CCN(Cc5ccccc5)C4)CC[C@H]32)cc1
4	-4	-2	·	-1	1.0	-3	COCCNC(=O)c1cccc(OC2CCN(Cc3ccc(OC(F)F)cc3)CC2)c1
-2	1	-3	6	·	-2.5	1	COC(=O)c1cc(NC(=O)c2ccc(F)cc2)cc(C(=O)OC)c1
-3	1	3	-3	-11	1.2	-1	O=C(NC(=S)NCCO)c1cn(-c2ccccc2)nc1-c1ccccc1
0	3	-1	-5	-1	-1.2	1	CC(C)CC(=O)NC(=S)Nc1cccc2nsnc12
11	0	-2	-1	·	·	3	O=C(C1CCC1)N1CCc2cc(S(=O)(=O)N3CCCCC3)ccc21
4	-1	·	-21	-10	-0.9	0	O=C(NC(c1ccc(-c2ccccc2)cc1)c1cnccn1)C1CCN(Cc2cccs2)CC1 (configuration not stated)

New compounds follow
ERp5 block	Casp6 inh	SIRT5 block	miR-122 sensor	DENV2 CPE rescue	F508del corr	ERAP1 HTS inh	compound
10	5	-2	-22	·	1.6	0	CC(=O)NC(c1cc(Cl)c2cccnc2c1O)C1CC1 (configuration not stated)
0	1	11	-7[16.7 µM]	7	-1.2	0	C[C@H]1CN([C@@H](C)CO)C(=O)c2cc(NS(=O)(=O)c3ccccc3)ccc2O[C@@H]1CN(C)Cc1ccc(-c2ccccc2)cc1
0	-2	0	-3	-4	-7.9	-3	O=C(NCC1(N2CCCCC2)CCCCC1)C1CC(=O)N(c2ccc3c(c2)OCCO3)C1 (configuration not stated)
-1	1	-1	-2	-8	-0.3	-4	Cc1ccc(C)c(NC(=O)CN(C)C(=O)c2ccc3ncsc3c2)c1
2	7	-1	-2	-9	4.0	1	Cc1ccnc(NC(=O)c2cc(-c3ccc(Cl)s3)nc3ccccc23)c1
-7	0	1	·	2	-0.2	2	COc1cc(C2OC(=O)C3C(c4ccc(OC(C)=O)c(OC)c4)OC(=O)C23)ccc1OC(C)=O (configuration not stated)
-1	-1	4	-5	-2	-2.1	-3	Cc1c(NC(=O)CSc2ncnc3ccccc23)c(=O)n(-c2ccccc2)n1C
-1	0	0	-2[16.7 µM]	1	-0.9	-1	C[C@H]1CN([C@@H](C)CO)C(=O)c2cc(NC(=O)Cn3cnnn3)ccc2O[C@@H]1CN(C)S(=O)(=O)c1cn(C)cn1

2 records drawn at random from the list so far, as already listed:
ERp5 block	Casp6 inh	SIRT5 block	miR-122 sensor	DENV2 CPE rescue	F508del corr	ERAP1 HTS inh	compound
0	-2	0	-3	-4	-7.9	-3	O=C(NCC1(N2CCCCC2)CCCCC1)C1CC(=O)N(c2ccc3c(c2)OCCO3)C1 (configuration not stated)
-1	-1	4	-5	-2	-2.1	-3	Cc1c(NC(=O)CSc2ncnc3ccccc23)c(=O)n(-c2ccccc2)n1C

The results go on.
ERp5 block	Casp6 inh	SIRT5 block	miR-122 sensor	DENV2 CPE rescue	F508del corr	ERAP1 HTS inh	compound
-2	0	5	·	-3	3.4	1	C[C@H](CO)N1C[C@H](C)[C@@H](CN(C)C(=O)Nc2ccc3c(c2)OCO3)OCc2ccccc2-c2c(n(C)c3ccccc23)C1=O
-1	0	0	0	-8	-0.1	1	CCOc1cc(N2CCOCC2)c(OCC)cc1NC(=O)c1ccc(F)c(S(=O)(=O)N2CCOCC2)c1
-4	19	-1	-21	0	·	4	O=C(NN=C1CCCC1)c1ccc(Br)cc1
4	-3	-1	1	-3	1.5	-1	COc1cccc(NC(=O)CSc2nnc(-c3ccoc3C)n2C)c1
-1	4	-1	19[16.7 µM]	-10	-4.8	3	O=C(CC(F)(F)F)N1C[C@H]2[C@@H](c3ccccc31)[C@@H](CO)N2C(=O)Cc1ccccc1
-2	11	-3	-2	17	-1.1	-2	O=C(O)c1cccc(NC2=C(N3CCOCC3)C(=O)c3ccccc3C2=O)c1
3	3	-5	2	8	0.2	-1	CC(C)(C)OC(=O)NCCCCCNC(=O)c1ncn2c1c(=O)[nH]c1ccccc12
6	-2	1	·	?	-1.4	1	O=C(NCCCN1CCOCC1)[C@@H]1[C@@H](CO)[C@@H]2Cn3c(cccc3=O)[C@H]1N2C(=O)C1CCCC1

The results go on:
ERp5 block	Casp6 inh	SIRT5 block	miR-122 sensor	DENV2 CPE rescue	F508del corr	ERAP1 HTS inh	compound
-6	3	-4	-3	-4	-2.5	-2	Cc1cccc(OCC(=O)Nc2cc(C)c(C)cc2O)c1
0	1	·	-4	6	0.4	1	CC(=O)c1cccc(Oc2cc(NN3CCCCC3)c([N+](=O)[O-])cc2[N+](=O)[O-])c1
-1	-5	2	1	-6	-0.2	2	CN(C)CCOC1c2ccccc2-c2ccccc21
-2	6	1	0	-3	5.2	-2	Cc1cc(C)c(NC(=O)c2ccc(S(=O)(=O)N3CCOCC3)cc2)c(C)c1
-7	-2	3	-4[16.7 µM]	-8	1.5	0	C[C@@H]1CN([C@H](C)CO)C(=O)c2cccc(NS(=O)(=O)c3ccccc3)c2O[C@@H]1CN(C)S(=O)(=O)c1ccccc1
1	-3	0	1	3	1.2	2	COCCn1c(-c2ccc(C)cc2)nc2c(c(=O)c3ccccc3n2C)c1=O
-1	0	2	-8	0	-1.7	-5	O=C(O)c1sccc1NC(=O)c1c(Cl)cccc1Cl
9	0	-2	·	1	0.0	-1	O=C1CCN(C(=O)/C=C/c2ccccc2)c2ccccc21

Next entries.
ERp5 block	Casp6 inh	SIRT5 block	miR-122 sensor	DENV2 CPE rescue	F508del corr	ERAP1 HTS inh	compound
0	2	2	-6	-6	-0.7	-1	COc1ccc(CCNC(=O)c2csc3c2CCCC3)cc1OC
1	0	-1	·	5	5.3	0	COc1ccc(C(=O)c2sc(Nc3ccccc3)nc2N)cc1
-2	1	-3	10	-3	-0.6	·	COc1ccc(CNC(=S)N2CCN(S(=O)(=O)c3cccc(F)c3)CC2)cc1
-5	-1	12	-2[16.7 µM]	29*	-1.2	-6	C[C@@H]1CCCCO[C@H](CN(C)S(=O)(=O)c2ccc(F)cc2)[C@@H](C)CN([C@@H](C)CO)C(=O)c2cc(NS(C)(=O)=O)ccc2O1
2	·	1	·	1	4.1	·	CCC(=O)N1CC(=O)N2[C@H](CO)[C@@H](c3ccc(-c4ccccc4F)cc3)[C@@H]2C1
